High-throughput results from PubChem.
PglD inh: PglD (C. jejuni) enzyme inhibition; purified PglD enzyme, DTNB colorimetric CoA detection; inhibition, % at 12.5 µM; 360,000 tested, 0.098% active; AID 602405; in the data active = inhibition above about 16%, passing the limit was not always enough; also: strong numbers were not always called active
RAD52 inh: inhibitors of human RAD52 DNA annealing | inhibition, % at 18.7 µM | 360,000 tested, 0.46% active | recombinant RAD52 DNA annealing, FRET fluorescence | P43351 | AID 651710;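 active = every replicate showing at least 50% inhibition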
RAD54 branch: RAD54 (human) branch migration inhibition. AID 602329. inhibition, % at 10.4 µM. Q92698. 360,000 tested, 0.14% active. RAD54 Holliday junction branch migration, FAM/BHQ fluorescence;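 active = mean normalized replicate activity at least 40 and at least half of replicates scoring 40 or more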;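 also: 0% = median of neutral control wells and 100% = median of positive control wells; inhibitors cause a drop in the FAM fluorescence signal; in these data hits start at about 50%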
Target sequence (Q92698 whole entry, looked up): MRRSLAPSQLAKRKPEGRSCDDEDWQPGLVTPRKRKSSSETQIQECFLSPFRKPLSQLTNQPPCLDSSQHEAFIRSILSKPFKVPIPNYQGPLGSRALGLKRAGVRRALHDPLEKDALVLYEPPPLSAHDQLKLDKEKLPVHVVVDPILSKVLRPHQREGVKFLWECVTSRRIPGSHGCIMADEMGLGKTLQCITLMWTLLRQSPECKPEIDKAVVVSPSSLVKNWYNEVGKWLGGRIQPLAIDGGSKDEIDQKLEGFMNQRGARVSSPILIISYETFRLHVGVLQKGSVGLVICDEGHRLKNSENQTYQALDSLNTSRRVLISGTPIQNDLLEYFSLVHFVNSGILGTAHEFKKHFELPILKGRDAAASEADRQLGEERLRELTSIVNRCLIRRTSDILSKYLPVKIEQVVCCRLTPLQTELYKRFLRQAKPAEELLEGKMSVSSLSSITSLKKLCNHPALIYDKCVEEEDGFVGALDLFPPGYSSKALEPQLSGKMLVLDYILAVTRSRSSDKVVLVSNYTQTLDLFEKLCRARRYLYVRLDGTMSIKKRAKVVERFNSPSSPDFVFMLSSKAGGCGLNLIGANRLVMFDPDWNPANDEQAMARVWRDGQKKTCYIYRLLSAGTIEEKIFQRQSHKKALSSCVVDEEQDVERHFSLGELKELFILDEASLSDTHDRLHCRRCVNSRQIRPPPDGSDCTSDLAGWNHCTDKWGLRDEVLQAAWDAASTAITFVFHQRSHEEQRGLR
ERAP1 HTS inh: blocks human ERAP1 aminopeptidase activity; inhibition, % at 10.7 µM; Q9NZ08; 340,000 tested, 0.15% active; AID 652197; recombinant ERAP1, Leu-AMC fluorescence, 60 min;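 active = mean replicate inhibition of at least 30%, or all replicates individually reaching that 30% level; inactive = mean below 30% and not every replicate reaching it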;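 also: 0% = neutral control wells and 100% = L-leucinethiol positive control wells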
Cneo AK release: causes C. neoformans cell lysis | adenylate kinase release luminescence, 4 h; normalised: neutral wells 0, clomiphene wells 100 | lysis activity, % at 15 µM | 360,000 tested, 0.2% active;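 active = mean lysis activity across replicates of at least 80%, whatever share of replicates individually reach that level; inactive = mean lysis activity below 80%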
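Material: C. neoformans cells | Amount: Yeast cell density of 5 × 10^6 cells/mL | Medium: Fresh YPD growth medium | Dosing: Single dose | Times: Static 4 h at 37 °C with compound, 1 h detection | Detection: AK luminescence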
PGC1a acetyl inh: lowers PGC1a acetylation signal in U2OS cells. AlphaScreen anti-acetyl-lysine; with virally co-expressed GCN5 acetyltransferase. inhibition, % at 15.6 µM. 350,000 tested, 0.17% active. AID 651687;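 active = every replicate shows inhibition of at least 40%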;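 also: 0% = neutral control wells and 100% = positive control wells; some results beyond the cut were filed as inactive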
miR122 inh: miR-122 inhibition in Huh7 cells; Huh7 miR-122 Renilla luciferase sensor, 48 h; neutral wells = 0, positive control = 100; activation (reporter increase), % at 12.5 µM; 340,000 tested, 0.3% active; AID 602342;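 active = mean replicate activation score at least 90 and every replicate individually at or above 90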;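 also: higher luciferase means less miR-122 activity so hits act as miR-122 inhibitors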
E-selectin induc: induces E-selectin expression in human endothelial cells; P16581; activation, % at 7.58 µM; HUVEC E-selectin immunofluorescence imaging; normalized: neutral wells 0, TNF-alpha wells 100; 260,000 tested, 0.37% active; AID 686992;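 active = mean E-selectin-positive cell signal at least 10% of the positive control, reached in at least 60% of replicates, without over 20% cell loss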;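 also: in these data hits start at about 27%; measured in HUVEC primary endothelial cells; signal is the percent of cells scored E-selectin positive by PE staining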
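Assay system: HUVEC, human umbilical vein endothelial cells / Amount: 3,000 HUVEC/well / Controls: TNF-alpha positive control, DMSO neutral control / Compound dosing: single concentration / Medium: EGM-2 over gelatin coat / Evaluation: percent E-selectin-positive cells / Signal: immunofluorescence imaging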
* hit, by the source's call; nt = no result given; & = joins results of further samples; [ ] = remark or other dose. Rows are unselected, and some 1.4% of all compounds hit somewhere here.

SMILES	PglD inh	RAD52 inh	RAD54 branch	ERAP1 HTS inh	Cneo AK release	PGC1a acetyl inh	miR122 inh	E-selectin induc
C[C@H](CO)N1C[C@H](C)[C@H](CN(C)Cc2ccc3c(c2)OCO3)OCCCC[C@H](C)Oc2ccc(NS(=O)(=O)c3ccc(Cl)cc3)cc2C1=O	7	63*	-7	-3	-5	-9	-3[16.7 µM]	nt
CNc1cc([N+](=O)[O-])ccc1N/C=C/C(=O)c1cccs1	9	nt	-3	nt	0	15	9	nt
O=S(=O)(Cc1ccc(Cl)cc1)NCc1ccc2c(c1)OCO2	-3	-10	-1	1	1	nt	2	0.6
COC(=O)c1sc(N2C(=O)C(O)=C(C(=O)c3ccc(C)o3)C2c2ccc(OC)c(OC)c2)nc1C (configuration not stated)	-7	-46	-4	6	1	-3	-10	0.6
CCOc1ccc(-c2[nH]ncc2-c2ccccc2)c(O)c1	-2	-4	-4	2	0	nt	-6	nt
C[C@@H]1CN([C@H](C)CO)C(=O)c2cccc(NC(=O)Nc3cccc4ccccc34)c2O[C@@H]1CN(C)Cc1ccc(C(F)(F)F)cc1	-4	15	6	2	1	0	1[16.7 µM]	-4.8
C[C@H](CO)N1C[C@H](C)[C@H](CN(C)CC2CC2)Oc2ccc(NC(=O)CCN3CCOCC3)cc2CC1=O	-3	8	1	-2	6	-15	-7[16.7 µM]	0.0
CCOC(=O)C1CCCN(S(=O)(=O)Cc2ccccc2)C1 (configuration not stated)	-3	-9	2	-4	1	0	nt	nt
CCOC(=S)SCc1cn2ccccc2n1	nt	-14	nt	2	nt	2	-5	nt
O=C(N[C@@H]1CC[C@H](CC(=O)N2CCc3ccccc3C2)O[C@@H]1CO)C1CC1	0	3	1	1	-4	nt	nt	-0.3
CCOc1ccc(-n2c(N)c(C(=O)NCc3ccco3)sc2=S)cc1	-5	nt	-3	nt	-4	-10	0	nt
COc1ccc(C#Cc2ccc([C@H]3[C@H](CO)N4CCCCN(C(=O)Nc5ccc(F)cc5)C[C@@H]34)cc2)cc1	4	-8	6	-1	-2	-28	-3[16.7 µM]	0.2
Fc1ccc(-c2nc3ccc(Cl)cn3c2Cc2cccc(F)c2)cc1	0	-89	-8	1	2	-15	-4	nt
C[C@H](CO)N1C[C@H](C)[C@H](CN(C)Cc2ccc(Cl)c(Cl)c2)Oc2ccc(NC(=O)C3CCCCC3)cc2CC1=O	4	-7	-1	0	3	-12	-5[16.7 µM]	0.0
O=C(COc1ccccc1C(=O)NCC1CCCO1)Nc1ccc(Br)cc1 (configuration not stated)	-2	-19	-14	-2	7	-9	22	0.1
Cc1ccc(S(=O)(=O)Nc2ccc3c(c2)CC(=O)N([C@@H](C)CO)C[C@@H](C)[C@H](CN(C)C(=O)Nc2ccc(F)cc2)O3)cc1	2	14	4	1	51	2	-1[16.7 µM]	0.2
COc1ccccc1C#Cc1ccc([C@@H]2[C@@H](CO)N3CCCCN(CCC(F)(F)F)C[C@@H]23)cc1	1	6	-18	-1	1	-13	-9[16.7 µM]	-0.8
COc1ccc(NC2CCCN(C(=O)CCN3CCCC3=O)C2)cc1OC (configuration not stated)	-2	-22	-12	-4	2	-2	-10	-0.2
COc1ccc(-c2nnn(CC(=O)N(CC(=O)NC3CCCC3)c3cccc(C)c3)n2)cc1OC	0	nt	6	nt	-5	-6	-7	nt
COc1ccc(CN(C)C[C@@H]2OCCCC[C@@H](C)Oc3ccc(NS(=O)(=O)c4ccc(F)cc4)cc3C(=O)N([C@@H](C)CO)C[C@H]2C)cc1	3	20	-5	3	4	0	-1[16.7 µM]	nt
CO[C@H]1CN(C)C(=O)c2cc(NC(=O)C3CCCC3)ccc2OC[C@H](C)N(C)C[C@H]1C	-2	8	-10	0	-2	nt	-2[16.7 µM]	0.0
Nc1cc2c(cc1Br)-c1ccc(F)cc1C2O (configuration not stated)	3	0	-2	-3	7	7	nt	0.7
O=C(NCCCN1CCN(CCCNC(=O)c2ccccc2F)CC1)c1ccccc1F	5	nt	-4	nt	-1	7	-10	nt
Cc1ccccc1S(=O)(=O)Cc1ccc(C(=O)NCCCN(C)Cc2ccccc2)o1	-6	-11	-4	-3	0	1	2	-0.1
CCCCn1c(N)c(N(CCC(C)C)C(=O)COC(=O)c2cccnc2Cl)c(=O)[nH]c1=O	3	-23	0	5	-2	11	nt	nt
Nc1c(C(=O)NCCc2ccccc2)nnn1Cc1ccc(Cl)cc1	2	nt	10	nt	0	-4	4	nt
Cc1ccccc1NC(=O)/C(C#N)=C/c1ccsc1	-3	nt	-5	nt	1	5	-2	nt
CN(C(=O)c1cccc(NC(=O)Cc2ccc(NC(=O)C3CCCN(C(=O)C4CCCC4)C3)cc2)c1)C1CCCCC1 (configuration not stated)	1	1	-1	6	1	2	0	0.2
O=C(O)[C@H]1CCCC[C@H]1C(=O)Nc1ccc(S(=O)(=O)N2CCCCC2)cc1	0	-7	12	-3	5	nt	4	0.1
O=C(N[C@@H]1CC[C@@H](CCn2cc(-c3cccnc3)nn2)O[C@H]1CO)c1ccccc1F	1	-11	11	0	21	3	3[16.7 µM]	-1.4
COc1ccc2nc(CCN(C)C(=O)C3CCC(=O)N(Cc4cccc(F)c4)C3)[nH]c2c1 (configuration not stated)	-3	1	0	3	-1	3	-3	0.9
Cc1ccc(SCC(=O)OCC(=O)NC(C)c2ccc(Br)cc2)cc1 (configuration not stated)	3	-13	-37	1	-4	nt	nt	-0.1
Cc1nc(SCC(=O)NC2CCCC2)c2c(C)c(C)sc2n1	-1	-10	-5	2	0	-13	1	nt
Cc1ccc(N(C)C(=O)c2cc(S(=O)(=O)N3CCc4ccccc43)cn2C)cc1	0	-5	-2	2	1	-22	17	-0.2
CNC(=O)C[C@H]1CC[C@H]2[C@@H](COc3ccc(NC(=O)c4ccc(C#N)cc4)cc3C(=O)N2C)O1	1	8	7	1	13	-1	-3[16.7 µM]	0.1
COc1ccc(S(=O)(=O)Nc2ccc3c(c2)C(=O)N([C@H](C)CO)C[C@H](C)[C@H](CN(C)CC2CCCCC2)O3)cc1	8	7	-13	3	0	-9	-1[16.7 µM]	0.4
CCOc1ccc(-c2c(C(=O)N/N=C/c3sccc3C)nnn2-c2nonc2N)cc1	2	-6	4	1	4	7	-3	nt
CCN(CC)S(=O)(=O)c1ccc(NC(=O)c2c(-c3ccccc3)noc2C)cc1	3	-10	-1	nt	2	5	-5	nt
COc1ccc(CCNC(=O)C2CC=CCC2C(=O)O)cc1 (configuration not stated)	-3	2	-16	-1	-1	nt	1	-0.8
CCCOc1ccc(Cn2c(C)nc([N+](=O)[O-])c2SCC(O)COC)cc1[N+](=O)[O-] (configuration not stated)	3	nt	1	nt	-1	-2	-2	nt
CCCNC(=O)N1C[C@H](C)[C@H](OC)CN(C)C(=O)c2cc(NS(=O)(=O)CC(F)(F)F)ccc2OC[C@@H]1C	-1	-11	-7	-3	3	-3	nt	0.3
COc1ccc(NC(=O)N2c3ccc(OC)cc3C(C)=CC2(C)C)cc1	-1	nt	0	nt	-1	1	9	nt
COc1ccc(CNC(=O)COC(=O)[C@H](Cc2ccccc2)NC(=O)c2cccs2)cc1	-4	-10	-7	-1	0	6	3	nt
Cc1sc(NC(=O)c2ccc(Cl)s2)c(C(N)=O)c1C	0	nt	3	nt	0	-3	8	nt
CCC[C@@H]1CCCO[C@@](C(=O)NCCN2CCOCC2)(C(F)(F)F)C1	6	-6	4	nt	-1	nt	nt	0.6
COc1cc(OC)c(C=O)c(OC(=O)N2CCOCC2)c1	-8	-15	1	-3	-3	13	-1	nt
O=C(Nc1nccs1)c1cccc(S(=O)(=O)N2CCOCC2)c1	-3	nt	2	nt	-1	-6	1	nt
CCc1sc(N)nc1-c1ccccc1	-4	-11	3	-2	2	1	8	nt
Cc1ccc2oc(=O)c3cc(C(=O)NCCN4CCc5ccccc5C4)sc3c2c1	0	20	12	nt	-1	0	7	0.0
CC(NC(=O)c1ccc(C(=O)c2ccccc2)cc1)c1ccc(S(N)(=O)=O)cc1 (configuration not stated)	7	-10	3	-1	5	13	0	0.5
O=C(C=C(O)c1ccc(Cl)cc1)C(=O)NNC(=O)C(O)(c1ccccc1)c1ccccc1	nt	-69	nt	-2	nt	12	-8	-0.4
C[C@H](CO)N1C[C@H](C)[C@@H](CN(C)C(=O)Nc2ccccc2)Oc2c(NC(=O)Nc3ccccc3)cccc2C1=O	-1&-3	0&2	-9&-6	1	-7&-5	-5	11[16.7 µM]	0.8&0.0
COCC#Cc1ccc2c(c1)O[C@H](CN(C)Cc1ccccn1)[C@@H](C)CN([C@H](C)CO)S2(=O)=O	-4	-15	-12	0	5	-11	44[16.7 µM]	-0.2
CCOC(=O)[C@H]1[C@H]2COc3ccc(Br)cc3[C@@H]2N2C(=O)CN(Cc3ccccc3)C(=O)[C@@]12C	6	-29	1	11	4	nt	-1	0.3
CC=Cc1ccc2n(c1=O)C[C@@H]1[C@@H](CO)[C@H](C(=O)N[C@@H](C)c3ccccc3)[C@H]2N1CC (mixture of isomers)	1	-15	11	-2	0	nt	nt	-0.2
Cc1ccc(OCC(=O)Nc2ccc(NC(=O)c3ccccc3)cc2)cc1C	8	-14	-17	3	0	nt	-1	0.6
Nc1nc(COC(=O)CCC(=O)c2ccc(Cl)cc2)nc(Nc2ccccc2)n1	-6	-22	-4	3	1	nt	nt	nt
Cn1c(SCC(=O)NC(=O)CN2CCCC2=O)nnc1-c1ccc(F)cc1	4	4	-14	1	0	nt	-11	1.7
C[C@H]1CN([C@@H](C)CO)C(=O)Cc2cc(NS(=O)(=O)c3ccccc3)ccc2O[C@@H]1CN(C)C(=O)Nc1cccc2ccccc12	0	-6	-7	0	-2	2	-6[16.7 µM]	0.3
C[C@H](CO)N1C[C@H](C)[C@H](CN(C)CC2CC2)OCCCC[C@H](C)Oc2ccc(NC(=O)Cc3ccccc3)cc2C1=O	0	28	3	0	3	11	6[16.7 µM]	0.1

More entries:
SMILES	PglD inh	RAD52 inh	RAD54 branch	ERAP1 HTS inh	Cneo AK release	PGC1a acetyl inh	miR122 inh	E-selectin induc
COc1ccc(NC(=O)C2CC(=O)NC3=C2C(=O)CC(C)(C)C3)cc1 (configuration not stated)	-4	-3	-1	-1	-2	0	-2	nt
Cc1cc(Br)c(OCC(=O)NN)c2c1CCC2	3	-5	-2	nt	3	-6	-2	0.1
Cc1ccc(NC(=O)Nc2ccc3c(c2)C(=O)N(C)[C@@H]2CC[C@H](CC(=O)NCC(F)(F)F)O[C@@H]2CO3)cc1	-1	20	4	-2	-4	nt	nt	2.1
COC(=O)c1ccc(C2OCC(C)(C)CO2)cc1	-2	-5	-2	2	-2	nt	nt	nt
Cc1ccc2c(c1)COc1c3ccc(C(=O)NCC4CC4)cc3nn1-2	8	nt	-3	nt	7	nt	-16	1.0
CCNc1ccccc(C(=O)/C=C/c2ccc3c(c2)OCO3)c1=O	-2	nt	-8	nt	0	-6	7	nt

Record cards, as listed above. Order of screens: PglD inh, RAD52 inh, RAD54 branch, ERAP1 HTS inh, Cneo AK release, PGC1a acetyl inh, miR122 inh, E-selectin induc
Cc1ccc2c(c1)COc1c3ccc(C(=O)NCC4CC4)cc3nn1-2 reads 8, nt, -3, nt, 7, nt, -16, 1.0
COC(=O)c1ccc(C2OCC(C)(C)CO2)cc1 reads -2, -5, -2, 2, -2, nt, nt, nt
Cc1cc(Br)c(OCC(=O)NN)c2c1CCC2 reads 3, -5, -2, nt, 3, -6, -2, 0.1
